Screening results: PubChem BioAssay, Sanford-Burnham Center for Chemical Genomics
H9c2 TAG inh = inhibitors of triacylglycerol accumulation | H9c2 cells, Nile Red lipid (TAG) fluorescence; cells loaded with 200 µM oleic acid | inhibition, % at 12.5 µM | actives 0.66% (n = 230,000);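 active means pattern-corrected inhibition of lipid staining of at least 50% with the nuclear-stain viability signal not falling by more than 50%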;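 further: 0% = DMSO wells and 100% = triacsin C control wells; some results filed as inactive read as strong as hits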
H9c2 TAG inh DAPI viability = recorded beside H9c2 TAG inh, whose call it bears; DAPI nuclei signal change (viability), lower = more cytotoxic, %;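 whole-well DAPI fluorescence read on a plate reader as a viability signal; minus 50 percent equals half of cells still viable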
The depositor's hits bear a star.

Order of results – H9c2 TAG inh | H9c2 TAG inh DAPI viability
1) CS(=O)(=O)N1CCCCC1c1cc(C(=O)Nc2ccc3c(c2)OCO3)no1 (stereo unspecified)
 : 15 | -9
2) Cc1cccc(NC(=S)NCc2ccc3[nH]c4c(c3c2)CCCC4)c1
 : 15 | -6
3) O=C(Nc1nccs1)[C@@H]1CCCN1C(=O)c1cccs1
 : -1 | 16
4) Cc1ccc(C(=O)c2c3ccc([N+](=O)[O-])cc3[n+]([O-])n2CCCN)cc1
 : 20 | -6
5) Cc1c(C(=O)C(=O)NCCCn2ccnc2)c2ccccc2n1C
 : 1 | 6
6) Cc1ccc(CN2CCN(CCCn3cnc4c(OCc5ccccc5)ncnc43)CC2)cc1
 : -25 | 8
7) COc1ccc(N(Cc2ccccc2)S(=O)(=O)c2cccc(C(=O)Nc3ccccn3)c2)cc1
 : 2 | 10
8) CCC1COCCS(=O)(=O)N1Cc1ccc(Cl)cc1 (stereo unspecified)
 : -9 | 3
9) CC1(C)Cc2ccccc2C(N/N=C/c2cccc(F)c2)=N1
 : 23 | -15
10) CCCN(CC(=O)Nc1ccccc1C)C(=O)c1sc2ccccc2c1Cl
 : 8 | -1
11) Cc1ccc(C)c(N2CCN(C(=O)CCc3nc(-c4ccc(F)cc4)no3)CC2)c1
 : 1 | 2
12) O=C(COC(=O)c1ccc(Cl)nc1)Nc1cccnc1Cl
 : -4 | 10
13) CCN(CC)S(=O)(=O)c1ccc(NC(=O)Cc2cccs2)cc1
 : 0 | -9
14) CCN1C(=O)[C@@H]2[C@@H](c3ccc(-c4cccc(Cl)c4)cc3)N3CCC[C@@]3(C(=O)OC)[C@@H]2C1=O
 : 9 | 3
15) O=C(COC(=O)[C@@H]1CCCN1S(=O)(=O)c1ccccc1F)NCc1ccc2c(c1)OCO2
 : 2 | 3
16) CCOc1ccc(CCNC(=O)C2CC(=O)N(c3ccc4c(c3)OCCO4)C2)cc1OCC (stereo unspecified)
 : 33 | -6
17) Cc1cc(NC(=O)CSc2ccc(-c3cccc([N+](=O)[O-])c3)nn2)no1
 : 3 | -1
18) CCOCc1cc(C2NC(=O)NC(C)=C2C(=O)OCC)ccc1OC (stereo unspecified)
 : -2 | -2
19) O=C(N/C(=C/C=C\c1ccccc1)C(=O)N1CCOCC1)c1ccc(Br)cc1
 : 13 | 1
20) CSc1n[nH]c(=O)n1C1CCCCC1
 : 7 | -1
21) CCCCC1CN2CCc3c([nH]c4ccccc34)C2(C)C1 (stereo unspecified)
 : 3 | 7
22) N#Cc1ccc(CSc2nnc(NC(=O)C3CC(=O)N(c4ccc5c(c4)OCCO5)C3)s2)cc1 (stereo unspecified)
 : 9 | -2
23) CCOC(=O)N/N=C\c1cccc(OC)c1OC/C=C/c1ccccc1
 : 7 | -6
24) CN(C)S(=O)(=O)Oc1cccc(C(=O)Nc2ccccc2Cl)c1
 : 10 | -9
25) COc1ccc(S[C@@H](CCN2CC[C@H](NC(=O)OCc3ccccc3)CCC2=O)c2ccccc2)cc1
 : -16 | -2
26) COc1cccc(CNC(=S)NC2CC2)c1
 : -7 | 3
27) COc1ccc(-c2nn(C)c(=O)c3ccccc23)cc1NC(=O)Cn1nc(-c2ccccc2)c2ccccc2c1=O
 : 29 | 8
28) O=[N+]([O-])c1nn(-c2ccc(Cl)cc2)n(O)c1=NCc1ccccc1
 : -4 | 17
29) CCN(CC(=O)Nc1ccc(NC(C)=O)cc1)C(=O)CCCOc1ccc(C(C)(C)C)cc1
 : -14 | -5
30) Nc1ccc(CCc2ccc(N)cc2)cc1
 : 4 | -5
31) O=C(COc1ccc(S(=O)(=O)NC2CCCCC2)cc1)NC1CC1
 : 11 | 6
32) O=C(NCCNc1ccc([N+](=O)[O-])cc1)c1cc(F)c(F)cc1Cl
 : -6 | -5
33) CCc1c(O)nc(SC2CC(=O)N(c3ccc(F)c(Cl)c3)C2=O)[nH]c1=O (stereo unspecified)
 : 0 | -6
34) COc1cc(C(=O)N2CCN(c3ccccc3)CC2)c2ccccc2n1
 : 46 | -35
35) O=C(CSc1nc2ccccc2s1)Nc1cc(C(=O)O)cc(C(=O)O)c1
 : -11 | 9
36) COC(=O)c1sccc1NC(=O)c1cc(-c2ccc(C)cc2)nc2ccccc12
 : -18 | -3
37) CC(C)Cn1cnc2c(SCc3ccccc3F)nc(N)nc21
 : -13 | -3
38) CC(=O)CC(=O)Nc1ccc(Cl)cn1
 : -1 | 16
39) COC(=O)Cn1c(C)nc2c(sc3nc(C)cc(C)c32)c1=O
 : 3 | -7
40) Cc1onc(-c2ccccc2Cl)c1C(=O)NCc1ccc(N2CCCC2=O)cc1
 : 3 | 2
41) CCn1ccnc1CNCc1ccc(OCC(O)CN(C)Cc2ccccc2)cc1 (stereo unspecified)
 : -1 | 27
42) COc1ccc2cc3c(N)nn(C(=O)Cc4ccccc4OC)c3nc2c1
 : 11 | 3
43) C=C(C)c1cccc(C(C)(C)NC(=O)N2CCN(CC(N)=O)CC2)c1
 : 7 | -7
44) Cc1ccc(OCC(=O)N/N=C/c2ccncc2)cc1C
 : -7 | 8
45) C=CC(COCc1ccccc1)N(Cc1ccc(OC)cc1)S(=O)(=O)c1ccccc1Br (stereo unspecified)
 : -8 | -8
46) CC(=O)Nc1ccc(Nc2cc(C)nc3ccccc23)cc1
 : 2 | 9
47) O=S(CCc1ccncc1)Cc1ccccc1 (stereo unspecified)
 : 11 | -4
48) COc1cc(C(=O)NCc2ccc3c(c2)OCO3)ccc1OCc1c(C)noc1C
 : -5 | 7
49) CCN1C/C(=N\S(=O)(=O)/N=C2\CN(CC)C(=O)N2CC)N(CC)C1=O
 : -1 | 0
50) Cc1nc2ccccn2c1C(=O)NC1CCCc2ccccc21 (stereo unspecified)
 : -32 | 5

Next part
Order of results – H9c2 TAG inh | H9c2 TAG inh DAPI viability
51) CNC(=O)c1nc(C)n(-c2cc(Cl)ccc2Cl)n1
 : -6 | -12
52) CCOc1ccc(C(=O)N2CCN(c3ccccc3)CC2)cc1OCC
 : 0 | 10
53) O=C1CSC(c2ccccc2F)N1 (stereo unspecified)
 : -6 | 12
54) O=C(NCC(=O)N(c1cccnc1)C(C(=O)NC1CCCC1)c1ccccc1)c1ccco1 (stereo unspecified)
 : -20 | -5
55) NCCNc1ccc([N+](=O)[O-])c(Sc2nc3ccccc3[nH]2)c1
 : -2 | -6
56) Cc1noc(C)c1NC(=O)Nc1ccc2c(c1)C(=O)N([C@H](C)CO)C[C@H](C)[C@@H](CN(C)S(=O)(=O)c1ccc(Cl)cc1)OCCCC[C@@H](C)O2
 : 11 | -6
57) C=CCN(c1ccc(F)cc1)S(=O)(=O)c1cc(C(=O)NC2CC2)ccc1Cl
 : -4 | 4
58) CC(=O)c1ccc(S(=O)(=O)Oc2ccc(C(=O)O)cc2Cl)cc1
 : -17 | 1
59) Cn1ncc2c1ncn1nc(COc3ccc4ccccc4c3)nc21
 : 22 | -2
60) COc1ccc(C(C)=NNc2ccc([N+](=O)[O-])cc2S(=O)(=O)Nc2ccccc2C(=O)O)c(OC)c1
 : -5 | 0
61) O=C(CSc1cc(Cl)ccc1Cl)NC1CC1
 : -11 | -2
62) CCc1cc(CNC(=O)CCc2nnc(CCCc3ccccc3)o2)on1
 : 13 | -10
63) CC(NC(=O)C1CCN(Cc2ccc(Oc3ccccc3)cc2)CC1)c1cccc2ccccc12 (stereo unspecified)
 : 10 | 7
64) O=C(Cc1ccc(Cl)cc1Cl)Nc1ccncc1Cl
 : -37 | 0
65) O=C(Cc1c[nH]c2ccccc12)NC1(C(=O)NC2CCCC2)CCCCC1
 : -2 | -3
66) O=C(NCCN1CCOCC1)c1cccc(S(=O)(=O)NCc2ccccc2)c1
 : 15 | -1
67) O=C(Nc1ccon1)c1sc2cc(F)ccc2c1Cl
 : 3 | 1
68) CSCCC(NC(=O)COc1ccccc1)C(=O)OCc1ccc(Cl)cc1 (stereo unspecified)
 : 3 | 0
69) CC1(NC(=O)Nc2cccc(Br)c2)CCS(=O)(=O)C1 (stereo unspecified)
 : -6 | 10
70) COc1ccc(/C=N/NC(=O)c2cccc(O)c2)cc1Cn1nc(C)c([N+](=O)[O-])c1C
 : 7 | -8
71) O=C1[C@@H]2[C@H]3CC[C@H](C3)[C@@H]2C(=O)N1O
 : 13 | -8
72) CC(=O)Nc1cc(-c2ccc(C(=O)N3CCOCC3)cc2)cn2c(-c3ccccc3)cnc12
 : 4 | -9
73) CCS(=O)(=O)c1ccc(N)cc1
 : -5 | 1
74) C/C(=N\NC(=O)Cc1ccc(O)cc1)c1cccnc1
 : -2 | -12
75) COc1ccc(CNC(=O)CSc2nnnn2C)cc1OC
 : 6 | 2
76) CCCCn1c(N)c(N(CC)C(=O)c2ccc(N(C)S(=O)(=O)c3ccc(C)cc3)cc2)c(=O)[nH]c1=O
 : 4 | 8
77) Cc1ccc(S(=O)(=O)N2CCN(C(=O)c3ccccc3OCc3c(C)noc3C)CC2)cc1C
 : -12 | 1
78) CC(OC(=O)c1ccncc1)C(=O)Nc1ccc([N+](=O)[O-])cc1Cl (stereo unspecified)
 : 9 | -2
79) CC(C)CNC(=S)N(CCO)Cc1cc2cc3c(cc2[nH]c1=O)OCO3
 : 13 | -6
80) Cc1c(Cl)cccc1NC(=O)COC(=O)CN1C(=O)NC(C)(C)C1=O
 : 2 | -3

3 entries from above, field by field.
5: Cc1c(C(=O)C(=O)NCCCn2ccnc2)c2ccccc2n1C
- H9c2 TAG inh: 1
- H9c2 TAG inh DAPI viability: 6
37: CC(C)Cn1cnc2c(SCc3ccccc3F)nc(N)nc21
- H9c2 TAG inh: -13
- H9c2 TAG inh DAPI viability: -3
69: CC1(NC(=O)Nc2cccc(Br)c2)CCS(=O)(=O)C1 (stereo unspecified)
- H9c2 TAG inh: -6
- H9c2 TAG inh DAPI viability: 10

The list continues.
Order of results – H9c2 TAG inh | H9c2 TAG inh DAPI viability
81) O=C(NCC1CC1)C1Cc2c(-c3ccccc3Oc3ccccc3)ccnc2O1 (stereo unspecified)
 : 27 | -21
82) C[C@@H]1CN([C@@H](C)CO)C(=O)CCCn2nncc2CO[C@H]1CN(C)C(=O)Nc1ccc(C(F)(F)F)cc1
 : 5 | -4
83) O=C(NCCN1CCOCC1)NC1(C(F)(F)F)Oc2ccccc2O1
 : 16 | -15
84) CC1CC(CCC(=O)NC(=S)Nc2ccc(Cl)cn2)C(=O)O1 (stereo unspecified)
 : 3 | -9
85) O=C1C=C(C2CCCCC2)C(=O)c2ccccc21
 : 17 | 6
86) Clc1cc(Cl)cc(Nc2ncnc(-n3cccc3)n2)c1
 : 8 | 2
87) O=C(Cn1nnc(-c2ccc(NC(=O)c3ccccc3F)cc2)n1)NCc1ccc(F)cc1
 : -2 | 3
88) O=S(=O)(Cc1ccc(Cl)cc1)c1ccccc1-c1nnc(-c2ccc(Cl)cc2)o1
 : 6 | 0

In the list so far, these contain fluorine.
Order of results – H9c2 TAG inh | H9c2 TAG inh DAPI viability
9) CC1(C)Cc2ccccc2C(N/N=C/c2cccc(F)c2)=N1
 : 23 | -15
11) Cc1ccc(C)c(N2CCN(C(=O)CCc3nc(-c4ccc(F)cc4)no3)CC2)c1
 : 1 | 2
15) O=C(COC(=O)[C@@H]1CCCN1S(=O)(=O)c1ccccc1F)NCc1ccc2c(c1)OCO2
 : 2 | 3
32) O=C(NCCNc1ccc([N+](=O)[O-])cc1)c1cc(F)c(F)cc1Cl
 : -6 | -5
33) CCc1c(O)nc(SC2CC(=O)N(c3ccc(F)c(Cl)c3)C2=O)[nH]c1=O (stereo unspecified)
 : 0 | -6
37) CC(C)Cn1cnc2c(SCc3ccccc3F)nc(N)nc21
 : -13 | -3
53) O=C1CSC(c2ccccc2F)N1 (stereo unspecified)
 : -6 | 12
57) C=CCN(c1ccc(F)cc1)S(=O)(=O)c1cc(C(=O)NC2CC2)ccc1Cl
 : -4 | 4
67) O=C(Nc1ccon1)c1sc2cc(F)ccc2c1Cl
 : 3 | 1
82) C[C@@H]1CN([C@@H](C)CO)C(=O)CCCn2nncc2CO[C@H]1CN(C)C(=O)Nc1ccc(C(F)(F)F)cc1
 : 5 | -4
83) O=C(NCCN1CCOCC1)NC1(C(F)(F)F)Oc2ccccc2O1
 : 16 | -15
87) O=C(Cn1nnc(-c2ccc(NC(=O)c3ccccc3F)cc2)n1)NCc1ccc(F)cc1
 : -2 | 3

These rows are one share of the data; rates above refer to the full screens.
